High-throughput results as filed in PubChem BioAssay.
ERK EGF inh: qHTS Assay for Inhibitors of the ERK Signaling Pathway using a Homogeneous Screening Assay; Stimulation with EGF; HEK293-V1b, EGF-stimulated phospho-ERK AlphaScreen; Potency, µM (top dose mostly 11.5 µM), for inactives: at the highest dose activity change, negative = inhibition, usual class: inhibitors; actives 0.41% (n = 130,000); active = well fitted inhibition curve with a large enough effect; inconclusive = small, poorly fitted or top-dose-only effect, or effect the other way;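 also: plate controls were stimulated vehicle wells for no effect and unstimulated vehicle basal for full effect; nearly all actives have a fitted effect of over 55% in size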
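In this qHTS, HEK293 cells with stable type-1 vasopressin (V1b) receptor were exposed to compound at 37C for 30 min, stimulated 5 min with EGF at 25 nM, lysed, and probed for phospho-ERK by AlphaScreen.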
The depositor's hits bear a star; ? = inconclusive; & = joins results of further samples; [ ] = another dose, or the depositor's remark. Potency is read from the fitted curve at half-maximal effect. An excerpt; rates above refer to the full screens.

ERK EGF inh | SMILES
1% | O=C(Cc1ccccc1F)Nc1ccccc1-c1ccccc1
38% | COc1ccc(C2CC(=O)c3c(O)cc(O[C@H]4OC(COC5OC(C)C(O)C(O)[C@@H]5O)C(O)C(O)C4O)cc3O2)cc1O (some centres not stated)
-6%[57.5 µM] | Cc1onc(-c2ccccc2Cl)c1C(=O)NC(=S)Nc1ccc(C(C)(C)C)cc1
-3% | CC1CCN(c2c(NCC3CCC(C(=O)NCc4ccccc4Cl)CC3)c(=O)c2=O)CC1 (configuration not stated)
6%[57.5 µM] | COc1cc(NC(=O)c2ccc(Cl)cc2Cl)ccc1NC(=O)c1cccs1
-27% | CCOc1ccccc1-n1c(C)nc2cc(C(=O)O)ccc21
? | COc1ccc(CN(C)CC(=O)Nc2ccc(SC(F)F)cc2)cc1OC
-6%[57.5 µM] | Cc1nn(-c2ccccc2)nc1C(N)=O
-3% | CN(C)/C=C(\C=O)c1ccc(Cl)cc1Cl
3%[57.5 µM] | NC(=S)N/N=C1\CCOc2ccc(F)cc21
-7%[57.5 µM] | O=c1ccc2ccc(Oc3ccc([N+](=O)[O-])cc3Cl)cc2o1
2% | O=C(COC(=O)Cn1cnc2ccccc21)Nc1cccc2c1C(=O)c1ccccc1C2=O
-6% | CCOC(=O)CNC(=O)c1cc(-c2ccccn2)nc2c(C)c(Cl)ccc12
8% | COc1ccccc1/C=C/C=N/NC(=O)c1ccccn1
2%[57.5 µM] | Cn1cnc(Sc2ncnc3nc[nH]c23)c1[N+](=O)[O-]
0%[57.5 µM] | CCOc1ncccc1C(=O)Nc1ccc(S(=O)(=O)Nc2nccs2)cc1
1% | O=C(COCC(=O)NCc1ccccc1)NCc1ccccc1
-5% | COc1ccc(O)c(C=NCC(C)N=Cc2cc(OC)ccc2O)c1 (configuration not stated)
-3% | CCCCCNCc1ccc(OCc2ccc(Cl)nc2)c(OC)c1
-5% | O=C(Nc1cccc(-c2cn3c(n2)SCC3)c1)c1ccc2c(c1)OCO2
6% | Clc1cc2c(cc1/C=N/Nc1nc(N3CCOCC3)nc(N3CCOCC3)n1)OCO2
7% | COc1ccc(NS(=O)(=O)c2cc(NC(=O)c3ccc(C)o3)ccc2N2CCCCC2)cc1
11% | CCN(CC)CCC(=O)NN
31% | O=C(Nc1nc2c(s1)CCCC2)c1cc(-c2ccc3c(c2)OCO3)nc2ccccc12
1%[57.5 µM] | Cc1ccc(Oc2nc3c(C)cccn3c(=O)c2/C=C(\C#N)C(N)=O)cc1
-5% | Cc1ccc2c(c1)S/C(=C/c1ccc[n+](C)c1)N2CCO
-5% | CN(CCC1CCOCC1)C(=O)CC1C(=O)NCCN1C/C=C/c1ccccc1 (configuration not stated)
11% | O=C(c1cnccn1)N1CCC[C@@]2(CCN(c3ccccc3)C2)C1
7%[57.5 µM] | O=C(O)c1cccc2c(/C=N/Nc3ccccn3)c[nH]c12
2% | CCOc1cccc(CN2CCCC(CCC(=O)NCc3ccccc3F)C2)c1O (configuration not stated)
1% | O=C(N/N=C/c1cccnc1)C12CC3CC(CC(C3)C1)C2
4% | Cc1ccc(NC(=O)CSc2nc(CSc3ccc(C)cc3)cc(=O)[nH]2)cc1
11% | CC(C)CN(CC(C)C)C(=S)NC1CCCCC1
1%[57.5 µM] | Cc1ccc(NC(=S)NC(=O)c2ccccc2)cc1NC(=S)NC(=O)c1ccccc1
-2% | COc1ccc(OCC(=O)Nc2nnc(-c3ccco3)s2)cc1
-14% | COc1ccc(C(=O)NNC(=O)CSc2ccccc2)cc1
-4%[57.5 µM] | Cc1cc(C)c2c(N)c(C(=O)N/N=C/c3cccs3)sc2n1
4% | Cc1ccc(-c2nc(N)n(C(=O)c3ccco3)n2)cc1
5% | CC(O)C(NS(=O)(=O)c1ccc(Cl)cc1)C(=O)OCC(=O)N1CCN(c2ccccc2)CC1 (configuration not stated)
2%[57.5 µM] | CCN(CC)S(=O)(=O)c1cc(NC(=O)Cc2n[nH]c(=O)c3ccccc23)ccc1C
-22%[57.5 µM] | CC(C)(C)OC(=O)CNC(=O)c1[nH]cnc1C(=O)Nc1ccc(CNC(=O)OC(C)(C)C)cc1
-9%[57.5 µM] | Cc1cc(C)n2ncc(/C(N)=N/OC(=O)Nc3ccc(Cl)cc3)c2n1
-2% | Cc1cccc(NC(=O)NCc2ccc3c(c2)OCO3)c1C
3% | O=C(NC(=S)Nc1ccc2c(c1)OCCO2)c1ccc(F)cc1Cl
3% | Cc1cc(-c2cn3ccccc3n2)c(C)n1-c1ccccc1
-6% | CC(C)(C)NC(=O)/C(=C\c1ccccc1F)NC(=O)c1ccc([N+](=O)[O-])cc1
-2%&4%[57.5 µM] | O=c1c2ccccc2ncn1-c1ccc(Cl)cc1
-12% | COc1ccc(-n2c(COc3cccc4cccnc34)nnc2SCC(=O)O)cc1
-4% | CN(C)S(=O)(=O)c1cccc(C(=O)NCCCn2ccnc2)c1
-2% | O=C(Oc1cccc(C(=S)N2CCOCC2)c1)c1cccc([N+](=O)[O-])c1

Next part:
ERK EGF inh | SMILES
-2% | CCOc1ccccc1OCC(=O)Nc1ccc(S(=O)(=O)Nc2ncccn2)cc1
7% | CC(=O)c1ccc2noc(-c3cccc(C)c3)c2c1
7% | CCOc1cc(/C=N/O)cc(Br)c1OCC
0% | Cc1cc(C)cc(-n2nnc(C(=O)NCc3ccc4c(c3)OCO4)c2N)c1
-3% | CNC(=S)N1CCC(NC(=O)C(Cc2ccccc2)NC(C)=O)CC1 (configuration not stated)
-5% | CSc1ccccc1NC(=O)CN1CCCCC1
-6% | COc1cc(/C=c2/sc3nc(-c4ccccc4)c(-c4ccccc4)n3c2=O)cc(OC)c1OC
0% | COc1ccccc1NC(CC(=O)c1ccccc1)C(=O)OCC(=O)c1ccc(Br)cc1 (configuration not stated)
10% | Cc1ccc(/C(O)=C/C(=O)C(=O)NNC(=O)C(O)(c2ccccc2)c2ccccc2)cc1
-7% | CSc1nccc(Oc2cncc(Cl)c2)n1
4% | Cc1nc(CN2CCC(c3ccccc3)CC2)cc(=O)[nH]1
-2%[57.5 µM] | c1ccc(-c2nn[nH]n2)nc1
2% | O=C(O)/C=C\C(=O)Nc1ccc(OCc2ccccc2)cc1
-2% | Cn1c(=O)c2ncn(CC(=O)N=Nc3c(O)[nH]c4ccccc34)c2n(C)c1=O
13%[57.5 µM] | CC(C)n1c(=O)[nH][nH]c1=S
34%[57.5 µM] | COc1cccc(NC(=O)CN(C)CC(=O)NC(C)c2ccccc2)c1 (configuration not stated)
-4% | COc1ccc(CNC(=O)C2CCC(CNc3nc(=S)[nH]c4ccccc34)CC2)cc1 (configuration not stated)
-15%[57.5 µM] | C=CCOC(=O)C1=C[C@@H](C2CCCCC2)C[C@@H](OCc2ccc(CO)cc2)O1
1% | O=C(NCCCN1CCCC1=O)c1ccc2c(=O)n(-c3ccc(F)cc3)c(=S)[nH]c2c1
1% | CN1CCN(C(=O)CCc2nc(-c3ccc(Cl)cc3)no2)CC1
-6% | CCOC(=O)c1c(NC(=O)c2cc3n(n2)C(C(F)(F)F)CC(c2cccs2)N3)sc(C)c1C (configuration not stated)
4%[57.5 µM] | NS(=O)(=O)c1cc(C(=O)N=Nc2c(O)[nH]c3ccccc23)ccc1Cl
-2% | Cc1nn(CC(=O)c2ccc(Cl)cc2Cl)c(C)[n+]1N
5% | COc1ccc(OCC(=O)N/N=C/c2ccc(N(C)C)cc2)cc1
9% | Cn1c(=O)n(/N=C/c2ccccc2)c2ccccc21
-1% | C[C@H](NC(N)=O)C(=O)OCC(=O)Nc1ccc(OC(F)F)cc1
1% | COc1ccc(N2CCN(Cc3nc4c(c(=O)[nH]c(=O)n4C)n3CC(C)=O)CC2)cc1
-2% | O=c1oc2ccccc2cc1-c1cn(-c2ccccc2)c(=S)[nH]1
12% | CCn1ncc(/C=N\NC(=O)COc2ccccc2)c1C
8% | O=C(Nc1ccccc1Cl)C1(c2ccccc2)CC1(Cl)Cl (configuration not stated)
-8%[57.5 µM] | O=C1/C(=C/C=C/c2ccccc2)Oc2c1ccc(O)c2CN1CCN(CCO)CC1
-1% | C/C(=N\NC(=S)NC1CCCCC1)c1ccc(C)o1
-2% | C/C(Cc1ccccc1)=N\NC(=O)CNC(=O)c1ccccc1Br
-12% | COc1ccccc1N/C=C1/Sc2cc(Cl)ccc2NC1=O
5% | Cc1ccn2cc(-c3ccc(NS(=O)(=O)c4ccccc4)cc3)nc2c1
-15%[25.7 µM] | CCOC(=O)O[C@]1(C(=O)COC(=O)CC)CC[C@@H]2[C@@H]3CCC4=CC(=O)C=C[C@@]4(C)[C@H]3[C@H](O)C[C@]21C
23% | COc1ccccc1N1CCN(C(=O)CCN2C(=O)c3cccc4cccc(c34)C2=O)CC1
-4%[57.5 µM] | COC(C[C@@H]1O[C@@H]1[C@@H](O)COCc1ccccc1)OC
-1% | COC(=O)[C@@H]1CC[C@H](C)[C@@H](c2ccc(C)cc2)N1C(=O)c1ccc(/C=N/O[C@H](C)c2cn([C@@H]3COC[C@H]3O)nn2)cc1
-11%[57.5 µM] | CCc1cc(/C(Cc2ccccn2)=N\O)c(O)cc1O
4% | CC(C)c1ccc(/C=N/NC(=O)c2cccc(S(=O)(=O)N3CCOCC3)c2)cc1
-5% | O=C(NCC1CCCO1)C1CCCN1C(=O)Nc1ccc(Cl)c(Cl)c1 (configuration not stated)
-14% | CCOC(=O)CNC(=O)O[C@@H]1C(=O)c2cc(Br)ccc2O[C@H]1c1ccc2c(c1)OCO2
0% | O=C(CN1CCC(NC(=O)c2ccccc2F)CC1)Nc1ccc2c(c1)OCO2
-1%[57.5 µM] | Cc1ccc(NC(=S)NC(CO)C(O)c2ccc([N+](=O)[O-])cc2)cc1 (configuration not stated)
-8% | O=C(c1cccs1)N1C(=O)c2cccc3cccc1c23
-11%[57.5 µM] | CC(=O)NCCc1nc2ccccc2n1Cc1cccc(C)c1
2% | Cc1cc(C)c(S(=O)(=O)Nc2ccc(O)c(Sc3ncn[nH]3)c2)c(C)c1
4% | Cc1ccc(-n2[nH]c(C)c(C=Nc3ccc(S(=O)(=O)Nc4nccs4)cc3)c2=O)c(C)c1
4% | Nc1ccc(-c2ccc(C(=O)O)s2)cn1

(more compounds)
ERK EGF inh | SMILES
8% | CC(=O)c1c(C)[nH]c(C(=O)OCC(=O)NCCC(C)C)c1C
-8% | O=C(c1ccccc1)c1c[nH]c(C(=O)C(Cl)(Cl)Cl)c1
10% | Cc1ccc(S(=O)(=O)NN2C(=O)c3ccccc3NC2(C)C)cc1
-11% | CCCC1=[N+](CC(=O)c2ccccc2)CCn2cccc21
-7%[57.5 µM] | O=C(Nc1ccc(S(=O)(=O)NC2=NCCCCC2)cc1)C1COc2ccccc2O1 (configuration not stated)
13% | Cc1[nH]n(-c2ccccc2)c(=O)c1C(C[N+](=O)[O-])c1ccc(F)cc1 (configuration not stated)
13%[57.5 µM] | CCOC(=O)CSc1n[nH]c(=S)s1
1% | CC1(C)Cc2cccc(OCC(=O)O)c2O1
6% | COC(=O)c1cc(OC)c(OC)cc1N
15% | COc1ccc(CNC(=O)c2cccc(-c3ccc(C)c4ccccc34)n2)cc1
-6% | CN(CC(=O)Nc1ccc(N2CCOCC2)cc1)CC(=O)Nc1cccc(C#N)c1
7% | CCn1c(SCC(=O)Nc2ccc(Cl)cc2)nc2nc3c(cc2c1=O)CCCC3
22% | Nc1ccc(C2=Nc3cccc4cccc(c34)N2)cc1
-5% | O=C(COc1ccc(Br)cc1Br)NC(=S)Nc1cccc(CO)c1
6% | N#C/C(=C\c1ccc(-c2ccccc2)cc1)c1nc(-c2ccco2)cs1
-2%[57.5 µM] | CC(=O)Nc1ccc(C(=O)CSc2nccc(=O)[nH]2)cc1
-22%[57.5 µM] | COc1cc2c(c(OC)c1OC)-c1c(cc3c(c1OC)OCO3)C1OC2[C@@H](C)[C@H]1C (some centres not stated)
4% | CC1=Nc2cc(C(=O)NCCCOC(C)C)ccc2Sc2ccccc21
0% | COc1ccc(N(CCC#N)S(=O)(=O)c2cccc3nsnc23)cc1
2% | COc1ccccc1-c1nc2cc3ccccc3cc2nc1-c1ccccc1OC
-3% | O=C(COC(=O)C1(c2ccc(F)cc2)CCCC1)NCc1ccc2c(c1)OCO2
-5% | CCOC(=O)c1cc2c(=O)n3ccccc3nc2n(Cc2ccco2)c1=NC(=O)c1ccccc1OC
5% | Nc1cc(=O)[nH]c(SCC(=O)N2CCCc3ccccc32)n1
2% | Cc1ccc(C(C)C)cc1OCCCCN1CCCC1
4% | C/C=C/c1ccc(OCC(=O)Nc2ccc(OC)c(OC)c2)c(OC)c1
